# Screens deposited in PubChem by several laboratories.
# TDP2 absorb: TDP2 (human) inhibition, absorbance primary screen. recombinant TDP2, T5PNP hydrolysis, p-nitrophenol absorbance 415 nm. inhibition, % at 12.8 µM. 370,000 tested, 0.34% active;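 active = inhibition above the mean of all tested compounds plus 3 SD, set per campaign, cut at about 25% in these data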;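 note: 0% = DMSO with enzyme and 100% = buffer with substrate but no TDP2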
#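 Test system: Human TDP2 enzyme | Reagent: 5 mM T5PNP | Compound dosing: 12.8 µM single point, 1% DMSO | Incubation: Enzyme reaction with compound for 2 h at 37 °C | Technique: p-Nitrophenol epi absorbance | Read-out: % inhibition relative to enzyme-containing and enzyme-free wells | Benchmarks: High control without enzyme, low control DMSO plus TDP2 | Replicates: Singlicate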
# NR1D1 modulator: Rev-erb alpha (human) modulation; 370,000 tested, 0.79% active; activity, % at 10 µM; Rev-erbα–FITC-DNA binding, fluorescence polarization, 90 min; AID 1259318; P20393;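 active = activity above about 14%, limit read from the data; passing the limit was not always enough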;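 note: 0% = DMSO wells with 35 nM protein and 100% = DMSO wells with 750 nM protein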
# SIAE primary: blocks human sialic acid acetylesterase | SIAE FP-Rh probe binding, fluorescence polarization | Q9HAT2 | 370,000 tested, 0.69% active | inhibition, % at 9.66 µM;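 active = inhibition above a cutoff: mean of compounds within the control limits plus 3 SD of those, cut at about 17% in these data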;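 note: 0% = plate median of compound wells and 100% = probe without SIAE protein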
# rCAG binder: r(CAG) repeat RNA binding. TO-PRO-1 dye displacement fluorescence. inhibition, % at 3 µM. 370,000 tested, 1.3% active;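 active = inhibition above the plate cutoff, the mean of all test compounds on that plate plus 3 SD, cut at about 35% in these data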;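 note: 0% = DMSO alone and 100% = 100 µM mitoxantrone as full dye displacement; higher means more dye released from RNA so lower well fluorescence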
# PRMT1 FP inh: PRMT1 (human) inhibition, primary screen; Q99873; inhibition, % at 2.79 µM; 370,000 tested, 1.3% active; recombinant PRMT1, activity-based probe fluorescence polarization;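 active = inhibition above about 21% made by adding two undisclosed values, limit read from the data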
# Target sequence (Q99873 whole entry, looked up): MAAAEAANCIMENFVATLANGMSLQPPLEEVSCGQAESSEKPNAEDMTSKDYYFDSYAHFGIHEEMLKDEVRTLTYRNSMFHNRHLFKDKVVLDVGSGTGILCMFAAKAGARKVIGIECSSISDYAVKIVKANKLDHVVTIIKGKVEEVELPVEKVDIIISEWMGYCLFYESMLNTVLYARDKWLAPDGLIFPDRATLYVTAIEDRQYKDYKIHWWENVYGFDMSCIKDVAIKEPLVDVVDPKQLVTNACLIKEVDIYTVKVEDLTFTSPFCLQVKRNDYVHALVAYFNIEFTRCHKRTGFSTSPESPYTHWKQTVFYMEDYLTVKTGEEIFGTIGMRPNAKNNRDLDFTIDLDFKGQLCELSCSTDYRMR
# ABHD4 inh: inhibits mouse alpha/beta hydrolase domain 4; purified mABHD4, FP-Rh probe fluorescence polarization; 370,000 tested, 0.54% active; inhibition, % at 8.92 µM;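 active = inhibition exceeding the mean over every tested compound plus 3 SD, cut at about 30% in these data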;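 note: 0% = plate median of compound wells and 100% = S159A mutant with DMSO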
#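 Assay system: wild-type mouse ABHD4 protein; compound: single nominal dose of 8.92 µM, 0.89% DMSO final; schedule: 45 min + 60 min at 25 °C; measured by: FP readout, ex 525 nm / em 598 nm; evaluation: % inhibition of FP-Rh probe binding versus controls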
# LEDGF integ inh: blocks HIV-1 LEDGF/p75-dependent DNA integration; 370,000 tested, 0.64% active; AID 743269; inhibition, % at 3.7 µM; TR-FRET IN-LEDGF/p75 DNA integration, Eu/Cy5;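 active = inhibition above the screen-wide mean plus 3 SD, cut at about 13% in these data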;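 note: signal is the Cy5 over europium emission ratio at 671 and 618 nm; 0% = plate median of compound wells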
# HTRA1 inhibitor: HTRA1 (human) protease inhibition. 340,000 tested, 0.5% active. recombinant HTRA1, FP-rhodamine activity-based probe, fluorescence polarization. inhibition, % at 5.96 µM. Q92743; in the data active = inhibition above about 36%;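 note: 0% = enzyme with DMSO and 100% = wells lacking enzyme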
# Target sequence (Q92743 whole entry, looked up): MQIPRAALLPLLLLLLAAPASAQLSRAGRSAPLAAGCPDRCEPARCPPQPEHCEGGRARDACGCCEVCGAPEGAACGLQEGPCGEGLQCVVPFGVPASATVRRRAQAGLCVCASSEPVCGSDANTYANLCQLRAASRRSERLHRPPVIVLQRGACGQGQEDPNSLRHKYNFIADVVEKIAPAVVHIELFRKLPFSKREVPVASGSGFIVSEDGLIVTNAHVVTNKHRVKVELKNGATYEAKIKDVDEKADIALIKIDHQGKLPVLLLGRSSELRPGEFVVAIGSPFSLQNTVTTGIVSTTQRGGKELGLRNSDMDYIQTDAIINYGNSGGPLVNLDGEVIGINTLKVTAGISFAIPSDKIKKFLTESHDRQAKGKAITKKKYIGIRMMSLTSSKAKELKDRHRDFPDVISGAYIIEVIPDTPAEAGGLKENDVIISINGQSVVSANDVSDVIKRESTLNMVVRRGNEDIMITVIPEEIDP
# TCR-CD3 inh: human TCR-CD3 binding inhibition. 360,000 tested, 0.37% active. inhibition, % at 9.4 µM. TAMRA-labeled TCR probe fluorescence, biochemical; in the data active = inhibition above about 19%;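 note: recombinant mutant TCR 2C K166C tagged with TAMRA read by polarization; 0% = receptor in buffer alone and 100% = receptor with positive control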
# PG9 Ab binder: PG9 antibody binding by small molecule | TR-FRET gp120-PG9 antibody binding | inhibition, % at 6.7 µM | 360,000 tested, 0.43% active | AID 624416; in the data active = inhibition above about 8.5%
# An asterisk follows results filed as active; / = no result given. These rows are one share of the data; rates above refer to the full screens.
SMILES,TDP2 absorb,NR1D1 modulator,SIAE primary,rCAG binder,PRMT1 FP inh,ABHD4 inh,LEDGF integ inh,HTRA1 inhibitor,TCR-CD3 inh,PG9 Ab binder
COCCNC(=O)Cc1c(C)c2c(cc(C)c3c(C)coc32)oc1=O,-14.0,-0.2,-9.5,5.0,5.2,-8.0,5.0,5.8,-1.5,2.6
O=C(O)C1CCCCC1C(=O)NCCc1ccncc1 (stereo unspecified),4.7,3.6,-1.5,3.3,0.7,1.4,0.2,-0.8,4.6,-1.6
O=c1[nH]c2cc([N+](=O)[O-])c(NCCO)c([N+](=O)[O-])c2[nH]1,-5.6,8.0,-0.4,0.2,-0.9,0.8,-3.8,/,2.6,-10.7
COc1ccc(CC2(C)OC(c3ccc(Cl)cc3)=NN2C(C)=O)cc1 (stereo unspecified),6.6,-5.8,1.3,-5.4,-2.0,-0.3,2.3,-14.2,2.4,-0.1
O=C(CSc1nnnn1-c1ccccc1)Nc1ccc(Cl)cn1,9.4,-1.8,-3.1,-0.9,0.8,3.0,2.9,4.3,9.1,0.1
CCOc1ccc(N(Cc2ccc(C(=O)O)cc2)S(=O)(=O)c2ccc(C)cc2)cc1,3.4,0.2,-6.2,31.8,2.6,-14.0,-0.9,-4.9,-0.2,2.2
O=C(NCCc1ccccc1F)c1ccc(Sc2ccccc2Cl)c([N+](=O)[O-])c1,8.6,-0.6,-3.0,5.4,-5.7,-8.8,2.3,/,/,/
COc1ccc2[nH]c3c(=O)n(Cc4ccc(C(=O)N5CCCC5)cc4)c(=S)[nH]c3c2c1,-5.5,-4.9,7.6,4.8,-1.3,18.3,1.0,-0.1,3.7,0.9
O=C(N/N=C/c1cccnc1)c1cc2ccccc2cc1O,-3.6,4.5,14.2,46.1*,4.9,27.7,-5.0,41.0*,-7.3,-3.5
NC(=O)CC(NC(=O)Cc1ccc(Br)cc1)c1ccc(N2CCN(c3ccccn3)CC2)c([N+](=O)[O-])c1 (stereo unspecified),-9.4,-0.3,-3.5,0.2,-1.7,0.6,4.7,-8.9,5.9,-1.8
CCn1ncc(-c2cc(C(=O)O)no2)c1C,0.8,2.6,-2.3,-2.9,3.8,-3.9,4.4,/,3.5,-2.6
COc1cccc(C(C#N)N2N=C(C)CC2(C)C)c1O (stereo unspecified),-3.2,-0.7,2.7,1.0,-2.9,0.3,1.2,0.9,-7.0,2.6
COc1ccc(S(=O)(=O)NC(=O)C2(C)CCN2C(=O)Cc2cc(F)ccc2F)cc1 (stereo unspecified),-2.4,2.4,4.0,3.0,-1.9,-15.4,4.6,/,-3.3,2.2
CCOC(=O)C1(CC)NC(c2cccc(F)c2)C2C(=O)N(CC)C(=O)C21 (stereo unspecified),2.0,3.5,-9.2,-3.8,3.5,-8.0,3.2,-1.7,-8.8,2.6
Cc1ccc2c(CN3CC(C)CC(C)C3)cc(=O)oc2c1 (stereo unspecified),-7.2,-1.0,-4.5,-1.3,5.2,1.0,1.2,-8.5,-7.8,-0.2
COc1cc(-c2[nH]ncc2CN2CCN(c3cccc(C)n3)CC2)cc(OC)c1OC,10.5,3.8,11.3,-6.5,-2.3,-7.5,2.2,0.0,-2.4,-0.2
Cc1cccc(C)c1NC(=O)NC1CCc2ccccc21 (stereo unspecified),6.5,1.2,-1.8,-2.7,2.3,1.1,3.3,4.8,-6.9,0.3
COc1ccc(-c2nnc(Nc3ccc(OC)c(C(=O)N4CCCCC4)c3)c3ccccc23)cc1,-10.2,0.0,6.9,2.3,3.0,13.4,3.4,-13.9,0.9,-2.9
COc1ccc([N+](=O)[O-])cc1NC(=O)C(C)OC(=O)c1cccnc1 (stereo unspecified),18.0,3.4,-5.1,0.4,-1.1,4.1,-2.1,-2.9,-2.4,0.4
O=C(CSc1nnc(C2COc3ccccc3O2)o1)N1CCCc2ccccc21 (stereo unspecified),-2.0,-1.1,-2.5,-4.3,-3.4,-4.1,-0.9,-6.2,3.5,-1.4

# HTRA1 inhibitor: entries above that show a hit.
structure | TDP2 absorb | NR1D1 modulator | SIAE primary | PRMT1 FP inh | ABHD4 inh | LEDGF integ inh | HTRA1 inhibitor | TCR-CD3 inh | PG9 Ab binder
O=C(N/N=C/c1cccnc1)c1cc2ccccc2cc1O | -3.6 | 4.5 | 14.2 | 4.9 | 27.7 | -5.0 | 41.0* | -7.3 | -3.5

# Additional structures
SMILES,TDP2 absorb,NR1D1 modulator,SIAE primary,rCAG binder,PRMT1 FP inh,ABHD4 inh,LEDGF integ inh,HTRA1 inhibitor,TCR-CD3 inh,PG9 Ab binder
O=C(COC(=O)/C=C/c1ccccc1Cl)NCC1CCCO1 (stereo unspecified),-7.5,0.3,1.7,0.0,-1.1,0.1,3.9,2.8,3.0,-1.2
CCOC(=O)C1CCN(C(=O)CC(C)c2ccccc2)CC1 (stereo unspecified),-15.7,-4.8,-8.7,-3.0,-1.0,-9.8,2.7,5.0,6.8,-2.2
Cc1csc(C(C)NC(=O)c2ccc(OC3CCN(CCc4ccccc4)CC3)cc2)n1 (stereo unspecified),4.2,1.5,2.9,-6.6,0.9,-1.2,0.6,-4.3,6.7,-0.2
CS(=O)(=O)N1CCC(Oc2ccccc2C(=O)NC2CCOC2)CC1 (stereo unspecified),-22.7,0.0,-3.9,0.4,-2.2,-9.8,-0.8,-8.2,-6.7,-1.6
COc1ccc(OC)c(C2C3=C(CCCC3=O)Nc3nnnn32)c1 (stereo unspecified),-9.6,1.5,-6.5,2.6,-4.3,5.4,-1.4,1.3,2.6,-0.8
Cc1cc(C(=O)OCC(=O)Nc2ccc(F)cc2[N+](=O)[O-])c2ccccc2n1,-6.9,1.2,-3.2,3.2,-0.8,7.5,2.2,3.1,0.6,-1.8
Cc1ccc(-c2nc(CN(CC3CCC3)CC3CCCO3)c(C)o2)s1 (stereo unspecified),7.2,-3.6,-3.7,-2.8,3.0,-1.7,2.8,-5.0,-9.4,1.3
Cc1c2c(n3c(nc4ccccc43)c1C#N)N(CCN(C)C)CC2,-8.5,6.7,2.9,-2.4,-2.7,5.4,0.1,7.5,-2.3,-2.8
CCOC(=O)C1=CC[C@@H](c2cccc(Br)c2)N(S(=O)(=O)c2ccc(F)cc2)[C@H]1c1cccc(Cl)c1,-13.1,6.5,1.8,2.5,-2.1,-3.3,4.5,/,-7.8,0.6
O=C(/C=C/c1ccccc1)NC(=S)NNC(=O)c1ccco1,-0.9,0.8,-9.9,3.8,0.3,6.5,-6.2,4.5,11.5,0.5
COc1ccccc1NC(=O)c1ccc(NS(=O)(=O)c2cccc3cccnc23)cc1,7.8,-4.7,-41.6,2.2,-3.3,-4.7,0.0,-26.0,2.2,-1.5
Cn1cc(CN2CCc3ccccc3C2)c2ccccc21,9.6,-3.0,-2.4,1.7,2.0,10.9,0.0,3.1,6.5,-2.2
CCOc1ccc(NC(=O)COC(=O)CSCC(=O)Nc2ccc(C)cc2C)cc1,-7.1,1.8,7.5,-0.4,-0.4,-0.7,1.3,2.2,-4.8,1.1
Cc1cc(NC(=O)CN2C(=O)C3CC=CCC3C2=O)no1 (stereo unspecified),-3.9,4.0,5.1,3.4,0.3,-4.7,1.7,10.3,0.8,-1.9
CN1CCN(CC(O)COc2ccc(C(=O)O)cc2)CC1 (stereo unspecified),-9.0,2.2,-7.3,-4.2,10.9,-6.7,-5.8,-3.6,-7.8,-1.5
Cc1ccccc1CN1C(=O)CN(S(C)(=O)=O)CC1(C)C(=O)Nc1c(C)cccc1C (stereo unspecified),-0.1,-3.3,-8.1,1.8,0.8,0.5,-0.7,/,0.1,-1.1
Nn1c(SCC(=O)Nc2ccc3c(c2)OCO3)nncc1=O,1.5,1.3,1.6,3.8,11.6,8.5,1.1,4.2,7.1,0.7
COc1ccccc1C(CC(=O)Nc1ccc(C)c(C)c1)c1ccc(OC(C)C)cc1 (stereo unspecified),5.3,2.7,-16.4,1.9,0.3,-2.1,-1.6,-2.6,-6.3,2.6
Cc1cccc(CC(=O)NCCN2CCOCC2)c1,-14.5,1.9,-4.0,-2.5,0.6,-1.4,-4.1,-5.4,-2.3,-0.6
CC(C)C(NC(=O)c1ccc(C(C)(C)C)cc1)C(=O)OCC(=O)NC(=O)Cc1ccccc1 (stereo unspecified),-7.6,3.6,-6.9,-3.0,-1.9,-1.3,0.8,19.2,3.9,-2.5

# Continued, overlapping the part above by 4 compounds.
SMILES,TDP2 absorb,NR1D1 modulator,SIAE primary,rCAG binder,PRMT1 FP inh,ABHD4 inh,LEDGF integ inh,HTRA1 inhibitor,TCR-CD3 inh,PG9 Ab binder
Nn1c(SCC(=O)Nc2ccc3c(c2)OCO3)nncc1=O,1.5,1.3,1.6,3.8,11.6,8.5,1.1,4.2,7.1,0.7
COc1ccccc1C(CC(=O)Nc1ccc(C)c(C)c1)c1ccc(OC(C)C)cc1 (stereo unspecified),5.3,2.7,-16.4,1.9,0.3,-2.1,-1.6,-2.6,-6.3,2.6
Cc1cccc(CC(=O)NCCN2CCOCC2)c1,-14.5,1.9,-4.0,-2.5,0.6,-1.4,-4.1,-5.4,-2.3,-0.6
CC(C)C(NC(=O)c1ccc(C(C)(C)C)cc1)C(=O)OCC(=O)NC(=O)Cc1ccccc1 (stereo unspecified),-7.6,3.6,-6.9,-3.0,-1.9,-1.3,0.8,19.2,3.9,-2.5
FC(F)(F)C(F)(F)c1nnc2ccc(-n3ccnc3)nn12,9.1,-1.2,17.1*,0.7,-0.7,8.0,-2.0,4.9,8.1,-0.4
COc1ccc2c(c1)nc(SCC(=O)c1cccs1)n2C,7.8,-2.9,-0.7,-0.1,6.2,-11.0,0.8,1.9,-1.8,1.7
CCn1cnc2sc(C(=O)Oc3cccc(C)c3)c(C)c2c1=O,-6.5,-3.6,-5.8,-4.0,-0.6,1.6,0.7,-8.1,7.0,1.0
CCNc1nc(NCC)n2c(SCc3ccc(F)cc3)nnc2n1,-5.2,-3.4,10.9,-4.9,-2.0,-9.1,-1.9,7.8,3.2,-2.6
COCCN1C(=O)c2ccc(C(=O)NCc3cccnc3)cc2C1=O,11.4,-2.7,10.0,-2.5,0.1,-1.5,-0.8,-8.6,8.5,-0.7
Cc1cc(OC(C)C(=O)NCCN2CCOCC2)c2c(C)cc(=O)oc2c1 (stereo unspecified),-5.4,0.0,3.0,-6.4,5.2,-5.5,-7.1,-5.9,-7.0,-2.9
Clc1ccc(/C=C/c2ncc3ccccn23)cc1,19.5,-2.7,15.6,8.4,-3.4,2.6,-0.2,11.3,-1.4,-3.9
NNC(=O)c1oc2ccccc2c1-n1cccc1,-7.3,-2.7,-1.9,0.7,-0.7,-0.4,2.8,5.2,0.5,0.0
CCC(C)NC(=O)[C@H]1N2C(=O)c3c(ccc(OC)c3OC)C2SC1(C)C (stereo partly specified),-5.5,-0.6,0.9,4.9,8.4,-4.4,3.5,-3.7,-4.1,0.7
COc1ccc(-n2nc(C(=O)NCC(=O)NCCc3ccc(OC)c(OC)c3)c3ccccc3c2=O)cc1Cl,-21.4,-1.2,-3.4,3.9,-3.5,-9.1,2.7,3.3,-5.7,1.8
CC1(C)CC(=O)C(C2C3=C(CC(C)(C)CC3=O)OC3=C2C(=O)CC(C)(C)C3)=C(O)C1,7.5,0.9,13.2,44.3*,-5.0,4.8,1.5,5.3,-8.7,2.1
COc1ccc(-c2n[nH]c(=S)n2-c2ccccc2C)cc1OC,-2.6,-1.6,0.9,-3.1,2.1,-1.7,-1.8,10.4,2.6,0.9
